IL-2 act = IL-2 activation. IL-2 activation reporter assay, cell-based qHTS; stimulated with anti-CD3/CD4/CD28 beads; in transgenic mouse T cells. activation, % (series mostly up to about 46 µM). hit rate 0.065% among 360,000. AID 652025; in the data active = activation above about 50%; inconclusive = mostly about 30% to 49%; also: 0% is about no effect
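Quantitative HTS in unstimulated transgenic mouse T cells, with memory T cells as non-tolerant control and PMA/ionomycin as tolerance-bypass control. Compound pretreatment lasted 60 minutes before 18 h bead stimulation; EGFP/DsRed fluorescence read.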
PLK1 PBD inh = blocks phosphopeptide binding to human PLK1 polo-box domain. Plk1 PBD binding of FITC phosphopeptide, fluorescence polarization. Potency, µM, for inactives: max response, negative = inhibition, actives largely listed as inhibitors. hit rate 2.8% among 360,000; also: potency is read from the fitted curve at half-maximal effect; series mostly up to about 57 µM; % is scaled to controls: 0 for no effect and ±100 for the full control effect; nearly all actives have a fitted effect of over 65% in size
GLP1R inv ag = GLP-1 receptor (human) inverse agonism; HEK293 GLP-1R CRE-luciferase, luminescence, 24 h; GLP-1R form is constitutively active; Potency, µM (titrated, usually from 38.3 µM), inactives show at the top dose activity change, negative = inhibition, most hits filed as inhibitors; AID 624417; hit rate 1.6% among 410,000; also: potency is read from the fitted curve at half-maximal effect; % is scaled to controls: 0 for no effect and ±100 for the full control effect; nearly all actives have a fitted effect of over 55% in size
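Cells are plated, allowed 12 hours at 37 deg C, then treated with compounds for 24 hr before luciferase detection reagent is added and luminescence is read after 12 min at room temperature. The HEK293 line carries constitutively active GLP-1R with a cAMP-responsive reporter.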
EPAC1 agonist = EPAC1 (human) agonism; hit rate 0.073% among 360,000; AID 720707; EPAC1 agonist qHTS, biochemical assay; response scale: 100% = response to 6.5 mM cAMP; Potency, µM (titrated, usually from 154 µM), without a hit: at the highest dose activation, usual class: activators; also: potency is read from the fitted curve at half-maximal effect; nearly all actives have a fitted effect of over 60% in size
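Compounds were pinned as a concentration titration into mixtures of EPAC1 (100 nM), BODIPY-GDP-loaded Rap1B (250 nM) and GDP (50 uM). After 5 min at room temperature, fluorescence was followed for 30 min; activity was scaled to 6.5 mM cAMP.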
EPAC1 antagonist = EPAC1 (human) antagonism; hit rate 0.14% among 360,000; EPAC1 GEF assay, Rap1b-BODIPY-GDP exchange fluorescence; Potency, µM (highest dose often 115 µM), for the others: at the top dose activity change, negative = inhibition, most hits filed as inhibitors; O95398; AID 720709;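 also: potency is read from the fitted curve at half-maximal effect; plate controls were vehicle for no effect and positive control for full effect; nearly all actives have a fitted effect of over 50% in size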
GLP1R ag = activates the human GLP-1 receptor; hit rate 0.007% among 380,000; AID 624172; P43220; Potency, µM (doses to about 45.6 µM), for inactives: at the top dose activation, hits mostly activators; HEK293 GLP-1R CRE-luciferase, luminescence, 4-6 h; cells express a hypersensitive GLP-1R form; also: potency is read from the fitted curve at half-maximal effect; % of control where 0% means no effect
GLP1R cytotox = cytotoxicity in counter-screen for GLP-1R inverse agonists; HEK293 cAMP-luciferase reporter cells, luminescence, 24 h; Potency, µM (top dose mostly 38.3 µM), for the others: top-dose activity change, negative = inhibition, hits mostly inhibitors; hit rate 0.13% among 410,000; AID 624418;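 also: loss of luciferase light is scored as toxicity; potency is read from the fitted curve at half-maximal effect; % is scaled to controls: 0 for no effect and ±100 for the full control effect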
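A 23 nL compound transfer followed 12 hours of cell culture at 37 deg C; exposure then lasted 24 hr. Luciferase assay detection reagent was dispensed and plates read for luminescence after a 12 min room-temperature wait.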
PTHR1 ag = PTHR1 (human) receptor agonism; Q03431; HEK293 GP2 PTHR1 cells, GloSensor cAMP luminescence, 1 h; hit rate 0.075% among 410,000; Potency, µM (series often up to 115 µM), inactives show top-dose activation, usual class: activators; also: potency is read from the fitted curve at half-maximal effect; nearly all actives have a fitted effect of over 55% in size; some results filed as inactive show a strong effect at the top dose; inactives centre near -15; many of its hits are not listed in these tables
Target sequence (Q03431 whole entry, looked up): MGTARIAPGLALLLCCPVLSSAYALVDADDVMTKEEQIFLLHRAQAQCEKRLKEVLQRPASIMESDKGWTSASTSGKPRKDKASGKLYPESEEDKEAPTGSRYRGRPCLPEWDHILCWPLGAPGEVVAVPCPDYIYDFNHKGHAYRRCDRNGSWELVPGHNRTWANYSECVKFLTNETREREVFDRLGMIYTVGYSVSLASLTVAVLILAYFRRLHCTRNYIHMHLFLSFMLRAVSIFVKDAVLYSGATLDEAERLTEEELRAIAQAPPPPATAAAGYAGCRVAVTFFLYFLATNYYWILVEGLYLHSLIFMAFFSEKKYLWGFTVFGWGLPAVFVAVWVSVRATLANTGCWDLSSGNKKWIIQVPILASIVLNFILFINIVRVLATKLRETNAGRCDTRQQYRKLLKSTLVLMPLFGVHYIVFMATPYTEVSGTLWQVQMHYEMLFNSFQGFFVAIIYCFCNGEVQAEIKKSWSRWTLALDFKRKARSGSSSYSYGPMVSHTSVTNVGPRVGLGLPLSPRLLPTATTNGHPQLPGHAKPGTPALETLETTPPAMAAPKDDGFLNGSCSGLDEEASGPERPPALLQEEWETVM
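HEK-293-derived GP2 cells expressing PTHR1 and a GloSensor cAMP reporter, 3,000/well, plated overnight, given luciferin plus IBMX (each 0.5 mM as added) for 1 h at 37 °C, then compound for 1 h at 37 °C. Luminescence was read after 15 min at room temperature.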
PI5P4K alpha inh = blocks human PI5P4K alpha kinase activity | hit rate 1.2% among 330,000 | AID 652105 | max response, % | PI5P4Kalpha enzyme, ADP-Glo luminescence, 60 min; hits give low values; active = max response of -50% or lower; inconclusive = between -30% and -50%; inactive = -30% or higher; also: value at the top dose of about 77 µM; % is scaled to controls: 0 for no effect and ±100 for the full control effect
Target sequence (P48426 whole entry, looked up): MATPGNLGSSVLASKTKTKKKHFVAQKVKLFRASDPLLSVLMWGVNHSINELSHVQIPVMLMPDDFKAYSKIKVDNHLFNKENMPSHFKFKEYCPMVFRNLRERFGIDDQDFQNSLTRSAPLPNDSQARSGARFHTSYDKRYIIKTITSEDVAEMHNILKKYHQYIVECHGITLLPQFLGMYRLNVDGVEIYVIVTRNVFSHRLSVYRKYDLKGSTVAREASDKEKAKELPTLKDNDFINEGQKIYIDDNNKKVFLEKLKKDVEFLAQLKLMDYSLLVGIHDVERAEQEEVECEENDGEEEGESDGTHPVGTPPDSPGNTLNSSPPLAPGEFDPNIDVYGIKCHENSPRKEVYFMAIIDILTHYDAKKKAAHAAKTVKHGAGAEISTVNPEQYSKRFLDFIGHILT
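Quantitative HTS of the MLSMR library against PI5P4Kalpha with substrate. ATP added last at 5 microM final; room temperature, 60 minutes. Remaining ATP depleted, ADP converted and read as luminescence.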
Starred values were filed as active, the others as inactive; i = inactive; ? = inconclusive; nt = not tested or not shown; [ ] = remark or other dose. Unless noted, calls follow the shape of the dose curve; as a rule, active = well fitted curve in the direction sought with a large enough effect; inconclusive = small, poorly fitted or top-dose-only effect, or another doubt; inactive = no such curve, though single readings can be large; an effect the other way counts as inactive or inconclusive. Not all compounds are listed; rates above refer to the full screens.

No.	structure	IL-2 act	PLK1 PBD inh	GLP1R inv ag	EPAC1 agonist	EPAC1 antagonist
1	COc1ccc(CNC(=O)C2(C)Cc3c(-c4ccc(N(C)C)cc4)ccnc3O2)cc1OC (stereo not given)	-0.5	-4%	34%[activator]	-3%	-13%
2	COc1ccc(Cl)cc1NC(=O)COC(=O)CNC(=O)C1CCCCC1	-0.3	-9%	-7%	-2%	4%
3	Cc1nnc(NC(=O)C(C)Oc2ccc3c(C)cc(=O)oc3c2)s1 (stereo not given)	-0.8	-6%	-17%	5%	-13%
4	CC(C)Oc1ccc(C(=O)NC2CCCCC2)cc1	-2.4	0%	-2%	-5%	7%
5	COc1c2occc2c(OC)c2c(=O)cc(C)oc12	-0.3	-19%	46%[activator]	-12%	-5%
6	CN(C)c1ccc(CNS(=O)(=O)c2ccc3c(c2)NC(=O)CS3)cc1	-3.4	-19%	-1%	-5%	5%
7	Cc1cccc(NC(=O)C(C)n2cc([N+](=O)[O-])cn2)n1 (stereo not given)	0.6	-16%	15%	9%	10%
8	COc1cc(N/N=C(\C)c2ccc(O)c(C)c2)nc(-c2ccccc2)n1	-0.1	-6%	?	20%	-13%
9	COc1ccc(C2CCCN2C(=O)Nc2ccccc2)cc1OC (stereo not given)	-3.2	-16%	52%[activator]	14%	-16%
10	COc1ccc(Cl)cc1S(=O)(=O)Nc1cccc(C(=O)O)c1	-1.8	-12%	-29%	7%	-18%
11	Nc1cccc2c(=O)[nH][nH]c(=O)c12	0.8	4%	-4%	7%	4%
12	Cc1ccc(NC(C(=O)c2ccccc2)c2ccccc2)cc1 (stereo not given)	-0.1	-2%	?	6%	-22%
13	CC1=C(C(=O)Nc2cccc(C(=O)N3CCC(C(N)=O)CC3)c2)SCCO1	-1.0	-5%	2%	9%	-26%
14	COc1cccc(C(=O)N2CCN(Cc3ccccc3C(F)(F)F)CC2)c1	-1.6	-19%	?	-14%	-17%
15	Cc1cccc(CCN2CCN=C2Nc2ccccc2)c1	0.1	-4%	6%	11%	-12%

No.	GLP1R ag	GLP1R cytotox	PTHR1 ag	PI5P4K alpha inh
1	2%	6%	-1%	4
2	4%	23%	8%	2
3	12%	-4%	i	-13
4	-5%	5%	-22%	-5
5	25%	9%	-15%	8
6	-2%	-6%	-54%[inhibitor]	-5
7	0%	9%	i	7
8	25%	-23%	i	18
9	11%	-8%	-7%	-4
10	-1%	-12%	-1%[57.5 µM]	nt
11	7%	-2%	i	-7
12	7%	-13%	-16%	1
13	-3%	-18%	18%	0
14	9%	10%	-6%	4
15	0%	-7%	-12%	-2

(further entries)
No.	structure	IL-2 act	PLK1 PBD inh	GLP1R inv ag	EPAC1 agonist	EPAC1 antagonist
16	O=C(CC(Nc1ccc(F)cc1)C(=O)OCC(=O)c1cccs1)c1ccccc1 (stereo not given)	-0.8	-9%	10%	-2%	-1%
17	O=C(Cc1ccc(NC(=O)C2CCCN(C(=O)C3CCCC3)C2)cc1)Nc1cccc(C(=O)N2CCCC2)c1 (stereo not given)	0.0	1%	14%	0%	-18%
18	NC(=S)N=Nc1c(O)n(Cc2ccc(Br)cc2)c2ccccc12	0.4	-13%	2.5µM*	1%	-7%
19	O=C(Nc1cccc(C(F)(F)F)c1)c1cccnc1N1CCOCC1	0.1	-17%	-28%	2%	-3%
20	CCOC(=O)C1=CN(Cc2cccc(F)c2)S(=O)(=O)NC1c1ccc(F)c(Cl)c1 (stereo not given)	0.2	-8%	?	-14%	-20%
21	O=C1Cc2ccccc2Sc2cc(OCCCN3CCCCC3)ccc21	-0.5	-8%	?	7%	-15%
22	O=C1COc2ccc(S(=O)(=O)Nc3ccc(F)cc3)cc2N1	0.1	?	?	3%	-18%
23	Fc1ccc(CN2CCSCC2)cc1F	0.5	-3%	13%	-5%	-4%
24	OC1(c2ccc3ccccc3c2)CCN(Cc2ccccc2)C1 (stereo not given)	-0.2	-4%	?	2%	1%
25	CCOC(=O)Cc1csc(NC(=O)Cc2ccccc2)n1	-0.3	-13%	-14%	3%	-1%
26	Fc1ccc(Cc2cn3cc(-c4ccc(Cl)cc4)nc3s2)cc1	nt	nt	-16%	nt	nt
27	COC(=O)c1ccc(COc2ccc(C)c(C)c2)o1	-1.1	1%	-5%	-5%	3%
28	COc1ccc(-n2nc([N+](=O)[O-])c(=NCCCN3CCCC3=O)n2O)cc1	-0.8	-5%	12%	0%	-8%
29	Cc1ccsc1C(=O)OCc1nnc(-c2ccccc2)o1	0.2	-16%	?	7%	-23%
30	O=C1[C@H]2[C@@H](c3ccc(F)cc3)N3C(=O)N(c4cccc(Cl)c4)C(=O)[C@@]3(Cc3ccc(Cl)cc3)[C@H]2C(=O)N1C1CCCCC1	-2.3	-27%	?	-17%	-3%

No.	GLP1R ag	GLP1R cytotox	PTHR1 ag	PI5P4K alpha inh
16	-19%	-15%	i	0
17	2%	-2%	i	-4
18	9%	2.5µM*	i	1
19	-3%	-7%	-4%	4
20	-1%	0%	-30%[inhibitor]	2
21	4%	?	i	1
22	0%	-2%	-49%	-1
23	12%	6%	-23%	-6
24	-1%	-4%	-1%[57.5 µM]	5
25	10%	-1%	-35%[inhibitor]	9
26	4%	6%	-41%[inhibitor]	nt
27	-2%	-3%	i	6
28	-6%	-12%	-9%	-2
29	13%	11%	-16%	-20
30	-4%	-7%	-23%	-3

Profiles, looked up by structure.
Profile of `Fc1ccc(Cc2cn3cc(-c4ccc(Cl)cc4)nc3s2)cc1` = IL-2 act: nt; PLK1 PBD inh: nt; GLP1R inv ag: -16%; EPAC1 agonist: nt; EPAC1 antagonist: nt; GLP1R ag: 4%; GLP1R cytotox: 6%; PTHR1 ag: -41%[inhibitor]; PI5P4K alpha inh: nt
Profile of `COC(=O)c1ccc(COc2ccc(C)c(C)c2)o1` = IL-2 act: -1.1; PLK1 PBD inh: 1%; GLP1R inv ag: -5%; EPAC1 agonist: -5%; EPAC1 antagonist: 3%; GLP1R ag: -2%; GLP1R cytotox: -3%; PTHR1 ag: i; PI5P4K alpha inh: 6

Three entries out of the list, ordered by SMILES length, smallest number first.
No.	structure	IL-2 act	PLK1 PBD inh	GLP1R inv ag	EPAC1 agonist	EPAC1 antagonist
24	OC1(c2ccc3ccccc3c2)CCN(Cc2ccccc2)C1 (stereo not given)	-0.2	-4%	?	2%	1%
21	O=C1Cc2ccccc2Sc2cc(OCCCN3CCCCC3)ccc21	-0.5	-8%	?	7%	-15%
30	O=C1[C@H]2[C@@H](c3ccc(F)cc3)N3C(=O)N(c4cccc(Cl)c4)C(=O)[C@@]3(Cc3ccc(Cl)cc3)[C@H]2C(=O)N1C1CCCCC1	-2.3	-27%	?	-17%	-3%

No.	GLP1R ag	GLP1R cytotox	PTHR1 ag	PI5P4K alpha inh
24	-1%	-4%	-1%[57.5 µM]	5
21	4%	?	i	1
30	-4%	-7%	-23%	-3

New compounds follow
No.	structure	IL-2 act	PLK1 PBD inh	GLP1R inv ag	EPAC1 agonist	EPAC1 antagonist
31	Cc1cc(NC(=O)CSc2sc3c(O)cc(=O)[nH]c3c2C#N)ccc1Br	2.1	?	-8%	-7%	?
32	Cc1ccc(NCc2nnc(SCC(=O)Nc3ccccc3)n2CC2CCCO2)c(C)c1 (stereo not given)	-1.1	-23%	?	4%	-10%
33	CC1(C)OC(=O)C(=NNc2ccccc2[N+](=O)[O-])C(=O)O1	-0.3	0%	6%	-11%	14%
34	COc1ccc(CNC(C)C23CC4CC(CC(C4)C2)C3)c(OC)c1OC (stereo not given)	-2.6	-9%	?	10%	-7%
35	CN(C[C@H](Cc1ccccc1)N(C[C@H](Cc1ccccc1)N(CCc1cc(C(F)(F)F)cc(C(F)(F)F)c1)N=O)N=O)N=O	0.5	-4%	-25%	-21%	-25%
36	COc1ccc(NC(=O)c2ccc(OC)cc2)cc1	-0.6	-5%	-19%	3%	-7%
37	CN(C)S(=O)(=O)c1cc(NC(=O)COC(=O)CCSc2ccc(Cl)cc2)ccc1Cl	0.4	?	1%	-4%	?
38	O=S(=O)(NC1CC1)c1ccc(S(=O)(=O)N(Cc2ccccn2)C2CCCC2)cc1	-1.1	-3%	14%	5%	7%
39	Cc1cc(C)c(OCC(O)CN2CCN(C(=O)c3ccccc3)CC2)c(C)c1 (stereo not given)	2.6	2%	-24%	-5%	-10%
40	Cn1c(CNC(=O)c2ccco2)nnc1SCC(=O)c1ccc(Br)cc1	0.0	-15%	3%	1%	-3%
41	CC(=O)Nc1cccc(NC(=O)COC(=O)CO/N=C(\C)c2ccc3c(c2)OCO3)c1	-0.8	12%	13%	-4%	-4%
42	c1ccc(C(Nc2cccnc2)c2ccccc2)cc1	-5.4	3%	?	-1%	0%
43	CCN(CC(=O)Nc1c(F)cccc1F)C(=O)C1CCN(C(=O)c2ccc(F)cc2)CC1	0.9	-15%	7%	-10%	-2%
44	COc1ccc(/C=C2\CCCC3C2=NC(=S)NC3c2ccc(OC)cc2)cc1 (stereo not given)	0.6	-13%	6%	-1%	2%

No.	GLP1R ag	GLP1R cytotox	PTHR1 ag	PI5P4K alpha inh
31	-1%	-6%	i	-104*
32	-7%	-22%	-16%	0
33	-3%	-25%	-1%	1
34	15%	-7%	-19%	1
35	3%	4%	-54%[inhibitor]	1
36	-1%	55%[activator]	i	4
37	-10%	0%	i	1
38	0%	-8%	i	nt
39	-3%	-3%	i	-2
40	7%	11%	?	-10
41	0%	10%	i	4
42	2%	0%	i	-1
43	-33%	-1%	i	-3
44	2%	-16%	i	-5

Bioassay records as filed in PubChem BioAssay.
